# Compound activity from PubChem.
# BoNT F protease: BoNT F light chain protease inhibition; actives 0.22% (n = 360,000); inhibition, % at 10 µM; AID 588497; Multiplex microsphere protease cleavage assay, flow cytometry; in the data active = inhibition above about 35%, passing the limit was not always enough; inconclusive = no clear call, values can overlap the other calls; note: plate controls were buffer without enzyme for full effect and enzyme alone for no effect
# BioA inh: blocks M. tuberculosis BioA enzyme activity. purified M. tuberculosis BioA enzyme, plate reader. inhibition, % at 9.99 µM. actives 0.096% (n = 360,000); in the data active = inhibition above about 40%; inconclusive = no clear call, values can overlap the other calls
# Mtb UGM inh: blocks M. tuberculosis UGM enzyme | P9WIQ1 | purified UGM, fluorescence polarization probe displacement | inhibition, % at 10 µM | actives 0.06% (n = 320,000) | AID 504406; in the data active = inhibition above about 10%, passing the limit was not always enough; inconclusive = no clear call, values can overlap the other calls
# PrPC surface inh: inhibitors of human cell surface prion protein PrPC; TR-FRET read-out; inhibition, % at 13.8 µM; actives 0.43% (n = 370,000); in the data active = inhibition above about 24%; note: 0% = median of the test wells and 100% = reference compound wells
# FBA Mtb inh: inhibitors of M. tuberculosis fructose-bisphosphate aldolase. P9WQA3. purified M. tuberculosis FBA, fluorescence read-out. inhibition, % at 1 µM. actives 2.3% (n = 360,000); in the data active = inhibition above about 27%;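 note: 0% = vehicle and 100% = reference inhibitor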
# Target sequence (P9WQA3 whole entry, looked up): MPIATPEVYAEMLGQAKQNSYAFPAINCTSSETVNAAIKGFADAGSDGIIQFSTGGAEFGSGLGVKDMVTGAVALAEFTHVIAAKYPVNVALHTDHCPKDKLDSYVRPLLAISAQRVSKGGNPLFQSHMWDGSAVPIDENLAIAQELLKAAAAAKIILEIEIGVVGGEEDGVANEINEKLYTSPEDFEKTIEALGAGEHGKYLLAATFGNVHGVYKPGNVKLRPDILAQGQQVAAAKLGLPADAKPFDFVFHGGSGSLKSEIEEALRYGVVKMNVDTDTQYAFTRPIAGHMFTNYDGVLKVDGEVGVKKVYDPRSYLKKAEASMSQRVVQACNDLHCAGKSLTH
# MazEF act: MazEF (E. coli) toxin RNase activation. P0AE70. FAM/BHQ RNA-DNA oligo cleavage fluorescence, 5 h. activation, % at 20 µM. actives 0.32% (n = 350,000). AID 504720; in the data active = activation above about 50%
# Target sequence (P0AE70 whole entry, looked up): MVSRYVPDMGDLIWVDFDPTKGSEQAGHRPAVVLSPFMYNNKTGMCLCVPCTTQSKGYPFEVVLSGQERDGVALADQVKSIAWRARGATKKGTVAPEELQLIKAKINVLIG
# Rv3671c inh: Rv3671c (M. tuberculosis) protease inhibition. P9WHR9. inhibition, % at 5.96 µM. actives 0.048% (n = 320,000). AID 2606; in the data active = inhibition above about 38%;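 note: extracellular domain of Rv3671c used as enzyme; 0% = enzyme with DMSO and 100% = no enzyme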
# Target sequence (P9WHR9 whole entry, looked up, the tested form may be a part): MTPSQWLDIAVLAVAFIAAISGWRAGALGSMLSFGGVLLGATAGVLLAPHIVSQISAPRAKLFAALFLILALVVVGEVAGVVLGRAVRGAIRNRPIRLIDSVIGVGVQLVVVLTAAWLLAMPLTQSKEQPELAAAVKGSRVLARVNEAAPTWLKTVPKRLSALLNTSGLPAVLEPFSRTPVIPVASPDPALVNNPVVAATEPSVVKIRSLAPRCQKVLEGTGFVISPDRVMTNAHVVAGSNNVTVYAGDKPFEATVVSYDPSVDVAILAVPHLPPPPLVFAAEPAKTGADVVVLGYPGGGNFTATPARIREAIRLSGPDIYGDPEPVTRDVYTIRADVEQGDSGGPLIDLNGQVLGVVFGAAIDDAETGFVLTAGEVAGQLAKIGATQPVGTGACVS
# FadD28 binding: M. tuberculosis FadD28 bisubstrate binding inhibition. FadD28 bisubstrate probe binding, fluorescence polarization. inhibition, % at 12.5 µM. actives 0.22% (n = 360,000). AID 588549; in the data active = inhibition above about 8.5%, passing the limit was not always enough; inconclusive = no clear call, values can overlap the other calls
# GDH-TPI counter: counter-screen for M. tuberculosis FBA inhibitors: GDH-TPI coupled enzymes; actives 1.2% (n = 360,000); AID 588335; GDH-TPI coupled enzyme counterscreen, NADH absorbance; inhibition, % at 4.8 µM; in the data active = inhibition above about 30%;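 note: 0% = DMSO wells and 100% = wells lacking the enzyme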
# Numbers without * were called inactive; ? = inconclusive; · = no result given; + = active, no number; & = joins results of further samples.
SMILES,BoNT F protease,BioA inh,Mtb UGM inh,PrPC surface inh,FBA Mtb inh,MazEF act,Rv3671c inh,FadD28 binding,GDH-TPI counter
O=C(/C=C/c1ccc2c(c1)OCO2)NCc1ccco1,-10.1,·,-1.6,-3.0,14.2,2.2,0.1,-1.3,19.1
COc1ccc(OCCCC(=O)OCC(=O)NNC(=O)c2ccc([N+](=O)[O-])cc2)cc1,25.6,-3.3,·,-19.2,-1.2,-1.4,3.2,-0.8,4.9
Cc1ccc(S(=O)(=O)CC(=O)NCc2ccccc2)cc1,6.7,-0.4,-1.4,-0.2,-1.8,2.5,-9.5,2.1,4.5
CCCCC(CC)C(=O)Nc1cc(=O)[nH]c2nc3ccccc3n12 (stereo unspecified),5.0,-3.2,-4.8,0.5,1.1,6.6,-1.3,-1.3,4.8
Cc1ccc(C(=O)OCC(=O)NCc2ccc3c(c2)OCO3)cc1S(=O)(=O)N1CCOCC1,-2.3,-0.7,0.5,6.6,-2.9,1.5,-2.8,-1.8,4.0
C[C@H](CO)N1C[C@H](C)[C@@H](CN(C)Cc2ccncc2)Oc2c(NC(=O)CCCCCC(=O)Nc3ccccc3N)cccc2C1=O,-8.1,-2.4&-2.4,-2.3,2.0,0.1,7.8,3.7,-2.6,4.5
Cc1oc2c(C)c3oc(=O)c(CCC(=O)O)c(C)c3cc2c1-c1ccccc1,30.7,3.9,-2.8,-6.0,1.6,-27.1,-8.6,-9.1,6.0
CCCN(CC(=O)Nc1ccccc1OC)C(=O)c1ccc(S(=O)(=O)NCc2ccco2)cc1,-18.6,-0.5,0.9,1.0,3.7,0.0,-4.0,0.8,4.7
N/C(=N\OC(=O)COc1ccc(Cl)cc1)c1ccc(Cl)cc1,-2.3,-0.3,-2.1,1.6,1.1,-4.3,-5.4,-2.9,-5.0
CCCN(CCC)CCCNC(=O)c1cc2cc3ccc(Cl)cc3nc2o1,-17.4,-2.8,-2.5,-43.4,10.7,12.3,0.3,-2.6,8.1
CC(=O)c1ccc(N2CCN(S(=O)(=O)c3c(C)[nH]c(C)c3C(=O)N3CCCC3)CC2)cc1,-2.1,15.6,2.2,-4.7,-0.2,-2.4,2.4,-1.1,20.7
COc1ccc(CCC(C)NCc2cc(OC)cc(OC)c2)cc1 (stereo unspecified),?,0.7,-2.6,-6.8,-0.5,12.4,-3.0,-0.7,15.4
CCOC(=O)c1sc(N2C(=O)C(O)=C(C(=O)c3ccc(C)o3)C2c2cccc([N+](=O)[O-])c2)nc1C (stereo unspecified),0.9,-0.3,0.6,9.6,-2.0,2.1,-8.7,-6.1,7.9
c1ccc(Oc2cnc3ccccc3n2)cc1,0.9,-0.8,3.0,9.6,0.3,5.2,3.2,-0.4,12.1
Cc1cc(=O)oc2c(CN3CCN(CCO)CC3)c(O)ccc12,-17.0,-1.3,1.3,-9.3,+,-33.2,-7.8,?,11.4
[O-]/C(=C(\C(=S)Nc1ccccc1F)[n+]1ccccc1)c1ccc(OC(F)F)cc1,-1.9,11.2,0.3,-5.0,-2.7,7.6,-7.3,-3.8,6.2
COC(=O)CSc1nc2sc3c(c2c(=O)[nH]1)CCC3,2.4,·,0.3,-9.1,5.3,6.9,0.0,-2.1,6.2
Cc1nnc(SCC(=O)c2ccccc2F)n1Cc1ccccc1,-0.4,·,0.0,·,3.6,2.0,-0.6,-3.0,-3.9
COC(=O)c1cccc(NC(=S)Nc2ccc(Cl)c(Cl)c2)c1,?,1.1,-0.4,1.9,0.3,0.9,5.1,-3.9,15.9
O=C1c2oc3ccc(Cl)cc3c(=O)c2C(c2ccccn2)N1CCCN1CCOCC1 (stereo unspecified),·,·,3.7,-12.1,·,4.9,-2.3,·,·
Cc1cccc(NS(=O)(=O)c2cnc(Cl)c(Br)c2)n1,-5.9,-3.4,-1.1,-6.4,1.1,3.1,-0.5,0.9,11.0
Nc1ccccc1Nc1ccncc1[N+](=O)[O-],-7.5,-0.1,0.5,-29.2,-0.8,-14.5,-8.4,-2.9,5.3
O=C(NCCc1ccccc1)C1CCCN1S(=O)(=O)c1ccc(F)cc1 (stereo unspecified),-2.7,-0.2,1.0,4.2,-4.0,-6.4,-0.3,-2.5,-7.9
C/C(=N\NC(=O)c1ccccc1NC(=O)c1ccc(Cl)cc1)c1ccncc1,-10.1,·,-3.5,9.5,1.9,2.4,-3.6,-0.2,9.3
CC(C)OP(=O)(OC(C)C)C(O)c1ccc(N(C)C)cc1 (stereo unspecified),-2.5,·,1.7,9.2,0.5,0.6,4.4,-3.5,-7.2
O=C(CN1CCN(c2ccc(F)cc2)CC1)Nc1nnc(-c2ccccc2)s1,6.5,0.7,-0.5,4.7,-5.3,3.8,0.6,-1.8,0.9
CN1CCN(c2ccccc2NC(=O)c2cccs2)CC1,-2.1,-0.8,-4.1,-6.4,-2.6,8.0,-6.9,-3.1,6.7
CCOc1ccc(S(=O)(=O)Nc2cccc(C(=O)N(C)Cc3cccc(OC)c3OC)c2)cc1,-12.6,-0.6,-1.2,-5.1,-0.3,-5.9,-11.5,-1.9,-6.2
COc1cccc(C(=O)Nc2cc3c(cc2Cl)OCCCO3)c1,-2.6,·,3.2,-1.8,0.3,1.8,6.8,-0.6,5.4
O=C(CCCn1c(=S)[nH]c2ccccc2c1=O)NCc1ccco1,-5.6,-0.7,-2.9,4.6,-0.7,-13.7,-2.8,-1.5,18.2
OC(c1cccs1)c1nccc2ccccc12 (stereo unspecified),9.6,-2.0,-0.4,7.0,1.1,5.3,2.8,-2.1,0.8
Cc1cc(C(=O)NNC(=O)CN2C(=O)NC(C)(c3ccccc3)C2=O)c(C)o1 (stereo unspecified),5.4,-1.8,-1.9,-4.0,-0.2,-2.1,-9.1,-1.7,0.0
COCCNC(=O)CN(C(=O)CCC(=O)Nc1nccs1)c1ccccc1OC,7.7,1.0,-0.4,-4.0,0.7,1.1,3.1,-0.7,4.8
N/C(=N\OC(=O)c1ccc(Cl)c([N+](=O)[O-])c1)c1ccccc1,63.0*,-1.6,-0.8,-12.5,-0.8,12.8,4.3,-1.8,1.7
Cc1cccc2c1-c1sc(C(=O)N3CCc4ccccc4C3)cc1CO2,3.0,2.1,-0.3,-8.1,41.1*,3.1,-39.4,-1.8,-1.4
CC(C)(C)C(=O)CSc1nc2ncc(Br)cc2[nH]1,12.8,-2.3,1.9,-2.7,-1.1,-6.3,-8.7,-2.6,3.6
Cc1cc(C)c(S(=O)(=O)N(C)c2ccccc2)c(C)c1,1.7,-2.3,3.4,-0.6,-3.4,1.4,10.8,-0.2,3.1
CC(C)(C)OC(=O)NN1CC(=O)N2Cc3[nH]c4ccccc4c3C[C@H]2C1=O,-19.3,-0.2,1.8,-3.7,-2.3,-1.0,-11.4,-2.3,-9.9
Cc1ccc(/C=N/NC(=O)NN(C)c2ncc(C(F)(F)F)cc2Cl)cc1,-11.2,-0.5,-0.6,-5.6,25.2,3.8,-5.1,-0.6,-0.6
CNc1ccc(/C=C(\C#N)C(=O)Nc2ccccn2)cc1[N+](=O)[O-],37.5*,0.9,6.4,-10.9,-3.8,140.6*,-5.8,-3.3,4.0
CC(C)c1ccc(NC(=O)C2CCN(C(=O)[C@@H]3Cc4ccccc4CN3)CC2)cc1,-8.6,-1.4,5.0,-3.0,5.5,12.3,-2.7,-0.9,12.7
Clc1ccccc1C1NCc2ccccc2-n2cccc21 (stereo unspecified),-8.4,·,-1.1,6.2,-0.8,-1.2,7.1,-3.2,1.3
CCN(CC)CCNC(Cc1ccccc1)c1cccc(OC)c1 (stereo unspecified),-12.8,·,·,-5.3,-2.2,4.8,·,-3.5,-2.3
O=C(c1cccc(S(=O)(=O)NCCOc2ccccc2)c1)N1CCN(c2ncccn2)CC1,1.3,-0.2,1.5,2.7,2.9,-4.8,-5.1,-1.9,13.8
CCSc1nnc(NC(=O)C(C)Sc2nc3ccccc3[nH]2)s1 (stereo unspecified),-6.3,·,4.2,5.2,1.7,0.7,-6.1,-1.4,9.3
O=C(CN1C(=O)c2cccc3cccc1c23)N1CCN(c2ccccc2)CC1,8.3,-0.3,0.3,-9.3,0.8,-5.2,2.8,-2.9,1.9
CC(C)C(=O)Nc1nnc(Sc2ccc(N(C)C)cc2)s1,-9.7,·,1.8,-2.5,-0.6,-5.4,-1.5,-0.3,7.3
Cc1noc(C)c1CSc1ncnc2sc(C)c(C)c12,0.1,·,1.8,6.6,1.0,7.2,-11.2,-1.7,-1.4
Cn1ccc2cc(NC(=O)Nc3cccnc3)ccc21,-51.5,0.4,-5.8,8.5,-0.4,2.8,16.8,1.3,-0.5
CC(=O)c1c(C)[nH]c(C(=O)OC2CCCCC2=O)c1C (stereo unspecified),-4.5,9.0,-2.1,-5.9,-9.2,-1.3,10.2,-1.4,12.0
Cc1ccc(O)c(C2=Nc3ccccc3N=C(c3cccc([N+](=O)[O-])c3)C2)c1,1.5,·,0.2,5.2,2.8,-2.9,-12.5,-1.6,8.1
COC(=O)c1c(NC(=O)C(Cl)Cl)sc2c1C(C(=O)OC)CC2 (stereo unspecified),?,·,2.1,4.8,0.1,-4.7,-2.3,-1.1,22.4
Cc1cccc(NC(=O)C(C)Sc2nc3ccccc3c(=O)n2CCCN2CCOCC2)c1 (stereo unspecified),-62.8,0.7,0.3,-12.1,-1.1,7.3,-3.6,·,-5.6
CCOC(=O)COc1nc(-c2ccco2)cc(-c2ccco2)c1C#N,·,0.6,2.3,1.5,79.8*,-18.0,1.6,-2.8,14.6
COc1cc2c(cc1NC(=O)CN1C(=O)NC3(CCc4ccccc43)C1=O)oc1ccccc12 (stereo unspecified),9.9,-0.6,-1.1,9.9,-0.7,-5.8,-70.3,1.1,9.6
COc1ccc([C@H]2CC(=O)C=C(c3ccc(Cl)c(C(F)(F)F)c3)C2)cc1OC,-7.9,0.6,5.2,-9.2,0.9,1.9,-4.3,-2.0,5.2
COCCCn1c(C(=O)N2CCOCC2)cc2c(=O)n3cccc(C)c3nc21,-6.7,0.1,-0.5,-7.0,72.4*,2.6,3.3,-4.1,17.9
Cc1ccnc(-n2c(C)cc(C=C3C(=O)N(C)C(=S)N(C)C3=O)c2C)c1,11.3,-0.7,-1.6,-7.7,-0.9,41.7,-22.3,-1.1,16.7
CC1(C)O[C@@H]2C[C@H]3[C@@H]4CCC5=CC(=O)CC[C@]5(C)[C@@]4(F)[C@@H](O)C[C@]3(C)[C@]2(C(=O)CCl)O1,9.4,-0.6,-0.7,8.0,-1.9,2.7,-0.5,-3.0,-6.3
O=C1CN=C(c2ccccc2)c2oc3ccc(Br)cc3c2N1,12.5,·,0.1,-1.2,-1.6,11.7,5.2,-2.1,7.3
CN(/N=C/c1cccnc1)c1cnc2ccccc2n1,-9.5,·,0.9,4.5,-1.1,1.2,-2.8,-3.2,18.5
CN1C(=O)[C@H]2[C@@H](C3CC3)N3C(=O)CN(Cc4ccccc4)C(=O)[C@@]3(C)[C@H]2C1=O,-0.2,-1.7,-2.6,1.5,0.9,8.0,-7.5,-2.9,-9.2

# Taken from above.
# `CCN(CC)CCNC(Cc1ccccc1)c1cccc(OC)c1` (stereo unspecified) | MazEF act = 4.8
# `CCOC(=O)COc1nc(-c2ccco2)cc(-c2ccco2)c1C#N` | MazEF act = -18.0
# `CN1C(=O)[C@H]2[C@@H](C3CC3)N3C(=O)CN(Cc4ccccc4)C(=O)[C@@]3(C)[C@H]2C1=O` | Rv3671c inh = -7.5
# `Cn1ccc2cc(NC(=O)Nc3cccnc3)ccc21` | MazEF act = 2.8
# `Cc1ccnc(-n2c(C)cc(C=C3C(=O)N(C)C(=S)N(C)C3=O)c2C)c1` | BoNT F protease = 11.3

# Results in MazEF act, BoNT F protease and FadD28 binding (2 entries from above):
Compound	MazEF act	BoNT F protease	FadD28 binding
CCOC(=O)COc1nc(-c2ccco2)cc(-c2ccco2)c1C#N	-18.0	·	-2.8
COc1cc2c(cc1NC(=O)CN1C(=O)NC3(CCc4ccccc43)C1=O)oc1ccccc12 (stereo unspecified)	-5.8	9.9	1.1
